# Assay outcomes (PubChem BioAssay)
# OX1R antag-1: human HCRTR1 antagonism. CHO/OX1R cells, Fluo-8 calcium fluorescence, orexin A. AID 434989. O43613. inhibition, % at 5 µM. hit rate 0.43% among 330,000;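 active means inhibition above its plate's threshold, mean inhibition of all tested compounds on the plate plus 3 SD, cut at about 37% in these data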;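 further: 0% = orexin A challenge wells and 100% = SB-334867-A antagonist wells; not every result past the cut was called active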
# Target sequence (O43613 whole entry, looked up): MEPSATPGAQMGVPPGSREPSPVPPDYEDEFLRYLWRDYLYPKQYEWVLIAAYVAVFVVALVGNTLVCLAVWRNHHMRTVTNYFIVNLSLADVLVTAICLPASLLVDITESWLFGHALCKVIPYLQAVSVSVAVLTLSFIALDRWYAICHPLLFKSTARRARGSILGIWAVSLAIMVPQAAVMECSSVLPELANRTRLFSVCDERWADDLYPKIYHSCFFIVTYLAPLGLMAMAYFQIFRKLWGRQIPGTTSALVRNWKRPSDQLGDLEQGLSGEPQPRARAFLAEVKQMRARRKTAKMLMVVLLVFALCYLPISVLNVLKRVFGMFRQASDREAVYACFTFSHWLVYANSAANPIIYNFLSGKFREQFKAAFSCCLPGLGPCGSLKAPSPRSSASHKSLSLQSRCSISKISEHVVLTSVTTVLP
# OX1R antag-2: OX1R (human) antagonism | O43613 | OX1R-expressing cells, FRET antagonist read-out | inhibition, % at 6.6 µM | hit rate 1.8% among 330,000 | AID 485270; in the data active means inhibition mostly above about 38%, no sharp cut-off; inactive means mostly below about 40%;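 further: 0% = agonist challenge alone and 100% = reference antagonist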
# * = called active by the depositor. This is a random part of the collection, and some 2% of all compounds hit somewhere here.
[1] COc1ccc(N2CCN(CCNC(=O)CCNS(=O)(=O)c3cccs3)CC2)cc1
[2] CCC1=C(OC(=O)N(CC)CC)N2C(=O)OC(=NCC3CC3)[C@]2(Cc2ccccc2)[C@H]2C1=CC[C@H]1C(=O)N(CC)C(=O)[C@H]12
[3] CCOc1ccc(/C(O)=C2/C(=O)C(=O)N(CCCN3CCOCC3)C2c2ccc(F)cc2)cc1C (centres undefined)
[4] Cc1cc(=O)oc2cc(OCC(=O)N/N=C/c3ccccc3O)ccc12
[5] COc1cc(CC(NC(C)=O)C(=O)NC2CCN(C(=O)c3cc(OC)c(OC)c(OC)c3)CC2)cc(OC)c1 (centres undefined)
[6] C=CCN(CC=C)CC(O)CN(c1cc([N+](=O)[O-])ccc1OC)S(=O)(=O)c1ccccc1 (centres undefined)
[7] CCCc1nc2ccc(N)cc2c(=O)n1Cc1ccccc1Cl
[8] Cc1ccccc1NC(=S)Nc1ccc2cn[nH]c2c1

assay / compound	1	2	3	4	5	6	7	8
OX1R antag-1	-17	-37	-26	-9	-18	-9	-21	-10
OX1R antag-2	15	24	-5	15	3	44	8	25

[9] CC(C)[C@H](NC(=O)[C@@H]1CSC2c3ccccc3C(=O)N21)C(=O)NCC1CCCO1 (some centres undefined)
[10] CCC(CC)N1CCN(CC2CC=CCC2)CC1 (centres undefined)
[11] COc1ccccc1Cn1c(C(C)C)nc2ccccc21
[12] CN1CCN(C2Cc3cc(F)ccc3Sc3ccc(Cl)cc32)CC1 (centres undefined)
[13] C=C(C)C1CCC2(C(=O)O)CCC3(C)C(CCC4C5(C)C(C=O)C(O)C(C)(C)C5CCC43C)C12 (centres undefined)
[14] CC(OC(=O)Cn1[nH]c(=O)c2ccccc2c1=O)C(=O)NC1(C#N)CCCCC1 (centres undefined)
[15] COCCOC(=O)c1c(C)oc2ccc(NS(=O)(=O)c3cccs3)cc12
[16] Cc1c(C(=O)NNC(=O)c2csc(N3CCOCC3)n2)cccc1[N+](=O)[O-]

assay / compound	9	10	11	12	13	14	15	16
OX1R antag-1	-2	-17	-29	-37	-10	-10	-10	-35
OX1R antag-2	7	49	15	4	9	15	31	4

# Record cards (already shown). Screens in order: OX1R antag-1 | OX1R antag-2
# COc1ccccc1Cn1c(C(C)C)nc2ccccc21 is entered as -29 | 15
# CC(C)[C@H](NC(=O)[C@@H]1CSC2c3ccccc3C(=O)N21)C(=O)NCC1CCCO1 (some centres undefined) is entered as -2 | 7
# Cc1ccccc1NC(=S)Nc1ccc2cn[nH]c2c1 is entered as -10 | 25

# Next part:
[17] Cc1ccc(N(CN2CCCC2=O)C(=O)c2ccc(C)c(C)c2)cc1
[18] COc1ccc(C(C)=O)cc1CSc1nncn1C
[19] CCC(=O)N(Cc1ccc2c(c1)OCO2)Cc1cc2cc(OC)ccc2[nH]c1=O
[20] CCCn1cc(S(=O)(=O)CC(=O)NC2CCCCC2)c2ccccc21
[21] CC(C)c1cc(C(C)C)c(S(=O)(=O)NNC(=O)c2ccncc2)c(C(C)C)c1
[22] FC(F)Sc1ccc(NC(=S)NCC2CCCCC2)cc1
[23] COc1ccc(OC)c(S(=O)(=O)N2CCCC(C(=O)NCc3ccco3)C2)c1 (centres undefined)
[24] CC(C)CNC(=O)COC(=O)CCC(=O)c1cccs1

assay / compound	17	18	19	20	21	22	23	24
OX1R antag-1	-36	-5	-21	-15	-8	2	-17	10
OX1R antag-2	12	13	12	17	15	32	0	27

# Arranged by heavy-atom count (high to low): 15 of the compounds above
[5] COc1cc(CC(NC(C)=O)C(=O)NC2CCN(C(=O)c3cc(OC)c(OC)c(OC)c3)CC2)cc(OC)c1 (centres undefined)
[3] CCOc1ccc(/C(O)=C2/C(=O)C(=O)N(CCCN3CCOCC3)C2c2ccc(F)cc2)cc1C (centres undefined)
[13] C=C(C)C1CCC2(C(=O)O)CCC3(C)C(CCC4C5(C)C(C=O)C(O)C(C)(C)C5CCC43C)C12 (centres undefined)
[6] C=CCN(CC=C)CC(O)CN(c1cc([N+](=O)[O-])ccc1OC)S(=O)(=O)c1ccccc1 (centres undefined)
[9] CC(C)[C@H](NC(=O)[C@@H]1CSC2c3ccccc3C(=O)N21)C(=O)NCC1CCCO1 (some centres undefined)
[23] COc1ccc(OC)c(S(=O)(=O)N2CCCC(C(=O)NCc3ccco3)C2)c1 (centres undefined)
[16] Cc1c(C(=O)NNC(=O)c2csc(N3CCOCC3)n2)cccc1[N+](=O)[O-]
[4] Cc1cc(=O)oc2cc(OCC(=O)N/N=C/c3ccccc3O)ccc12
[20] CCCn1cc(S(=O)(=O)CC(=O)NC2CCCCC2)c2ccccc21
[12] CN1CCN(C2Cc3cc(F)ccc3Sc3ccc(Cl)cc32)CC1 (centres undefined)

assay / compound	5	3	13	6	9	23	16	4	20	12
OX1R antag-1	-18	-26	-10	-9	-2	-17	-35	-9	-15	-37
OX1R antag-2	3	-5	9	44	7	0	4	15	17	4

[7] CCCc1nc2ccc(N)cc2c(=O)n1Cc1ccccc1Cl
[11] COc1ccccc1Cn1c(C(C)C)nc2ccccc21
[24] CC(C)CNC(=O)COC(=O)CCC(=O)c1cccs1
[18] COc1ccc(C(C)=O)cc1CSc1nncn1C
[10] CCC(CC)N1CCN(CC2CC=CCC2)CC1 (centres undefined)

assay / compound	7	11	24	18	10
OX1R antag-1	-21	-29	10	-5	-17
OX1R antag-2	8	15	27	13	49

# Remaining list, next part
[25] Cc1nn(-c2cc(N(S(C)(=O)=O)S(C)(=O)=O)c(Cl)cc2Cl)c(=O)n1C
[26] COC(=O)c1c(NC(=O)COC(=O)[C@@H](NS(=O)(=O)c2cccc(Cl)c2)C(C)C)sc2c1CCC2
[27] CC(=O)Nc1ccc(C)c(NS(=O)(=O)c2cccc(C(F)(F)F)c2)c1
[28] C#CCOCCOCCOCCNc1nc(N2CCN(C(=O)CCCCCCCCCCNC(=O)[C@H](CCCCN)n3cc(CCO)nn3)CC2)nc(N2CCN(C(=O)CCCCCCCCCCNC(=O)[C@H](CCCCN)n3cc(CCO)nn3)CC2)n1
[29] Cc1nnc(SC(C(=O)Nc2cc(Cl)cc(Cl)c2)c2ccccc2)[nH]c1=O (centres undefined)
[30] CSCCC(NC(=O)c1ccccc1Cl)C(=O)N1CCCCC1 (centres undefined)
[31] COC(=O)c1ccc(CN2C(=O)NC3(CCCCC3C)C2=O)o1 (centres undefined)
[32] Fc1ccc(-c2csc(-c3cccnc3)n2)cc1F

assay / compound	25	26	27	28	29	30	31	32
OX1R antag-1	-3	-16	-7	-33	-19	3	-10	-8
OX1R antag-2	0	17	6	4	48	0	5	-2

[33] Cn1nc(C(F)(F)F)c(-c2ccc(Br)cc2)c1NC(=O)c1nccnc1C(=O)O
[34] COc1cnn(-c2cccc(C)c2)c(=O)c1Cl
[35] CCOC(=O)c1ccc(N(C(=O)CNC(=O)c2ccco2)C(C(=O)NCC2CCCO2)c2ccc(OC)c(OC)c2)cc1 (centres undefined)
[36] CSc1ccc(CNc2nc3ccccc3n3cnnc23)cc1
[37] Fc1ccc(Nc2ncnc3sccc23)cc1
[38] CCOC(=O)c1c(S(=O)(=O)NC2CCN(C(=O)OCC)CC2)c(C)n(C)c1C
[39] Cc1nc2cc(NC(=O)N3c4ccccc4CC3C)ccc2o1 (centres undefined)
[40] Cc1cc(NC(=O)CSc2nnc(Cc3cccn3C)n2CCc2ccccc2)no1

assay / compound	33	34	35	36	37	38	39	40
OX1R antag-1	-14	4	-3	-18	-28	-11	-6	-23
OX1R antag-2	22	5	18	10	11	5	22	6

[41] C/C(=N/NS(=O)(=O)c1ccc(C)cc1)[C@H]1C[C@@H]1c1ccccc1
[42] Cc1nn(Cc2ccccc2)c(Cl)c1/C=C/C(=O)OCC(=O)N1CCCC1=O
[43] Cc1ccc(S(=O)(=O)N(C)c2ccccc2C(=O)NC2CCCC2)cc1
[44] O=S(=O)(Nc1ccc(O)cc1)c1cccc2cccnc12
[45] CCN(CC)C(=O)c1cc(-c2ccc3c(c2)OCO3)on1
[46] COCCn1nnnc1SCC(=O)c1ccccc1
[47] CS(=O)(=O)c1ccc([C@@H](O)[C@@H](CF)NC(=O)C(Cl)Cl)cc1
[48] O=C(c1ccccc1F)N1CCN(Cc2nc3sc4c(c3c(=O)[nH]2)CCCC4)CC1

assay / compound	41	42	43	44	45	46	47	48
OX1R antag-1	-19	-36	-8	-2	1	-2	-1	-15
OX1R antag-2	7	5	37	8	2	17	5	5

[49] C[C@H](NC(=O)C1CC(=O)N(c2ccc3c(c2)OCO3)C1)C(=O)NC1CCCC1 (some centres undefined)
[50] CN(Cc1ccccc1)C(=O)CNC(=O)C12CC3CC(CC(C3)C1)C2
[51] CCOC(=O)C1=NN(c2ccc(Cl)cc2)C(c2ccccc2)CC1=O (centres undefined)
[52] O=C(CN1C(=O)NC2(CCCCCC2)C1=O)N1CCCCC1
[53] CCN1C=C(Cc2ccccc2C)C2=C(C1)C(c1ccccc1C)C(C#N)=C(N)O2 (centres undefined)
[54] CC(NC(=O)C1C(=O)N(CCO)C2(C)CC1c1ccccc1O2)c1ccccc1 (centres undefined)
[55] O=C(CSc1ccc2nnc(-c3ccc(Cl)cc3)n2n1)N1CCCc2ccccc21
[56] CC(C)CCNC(=O)NC(=O)CSc1nnc(-c2ccccc2F)n1N

assay / compound	49	50	51	52	53	54	55	56
OX1R antag-1	-2	-7	-28	-12	-7	-19	-13	-24
OX1R antag-2	4	9	17	2	33	32	7	12

[57] Nn1c(=O)c2ccccc2n2c(SCc3ccccc3)nnc12
[58] CCc1cc(N2CCOCC2)cc2c1[nH]c1ccccc12
[59] Cc1ccccc1Nc1nc(-c2sc(NC(=O)c3ccc([N+](=O)[O-])cc3)nc2C)cs1
[60] CC1=CN2C(=N)/C(=C/c3ccc(Sc4ccc(Cl)cc4)o3)C(=O)N=C2S1
[61] CSc1nc(-c2ccco2)nn1C(=O)CCc1ccccc1
[62] NC(=S)N/N=C/c1coc2cc(Br)ccc2c1=O
[63] CCOC(=O)c1c(CC(C)C)csc1NC=O
[64] CCNc1ccc(Br)cc(C(=O)/C=C/c2ccc(Cl)cc2Cl)c1=O

assay / compound	57	58	59	60	61	62	63	64
OX1R antag-1	-29	-16	6	-24	-2	18	-16	-3
OX1R antag-2	7	22	11	16	6	-1	19	9

[65] CCOC(=O)c1nn(-c2ccccc2)c(=O)cc1OCC(=O)Nc1ccccc1OCC
[66] CC1CCCN(CCCNS(=O)(=O)c2ccc3c(c2)CCN3C(=O)C2CC2)C1 (centres undefined)
[67] CCN(C[C@H]1N[C@@](CC)(C(=O)OC)[C@H]2C(=O)N(C)C(=O)[C@@H]12)S(=O)(=O)c1ccc(-c2ccccc2)cc1
[68] CC1=C(C(=O)Nc2ccccc2C(=O)NCCCN2CCN(C)CC2)SCCO1
[69] COc1cc(C(=O)NC(=S)NNC(=O)[C@H]2C[C@@H]2c2ccccc2)cc(OC)c1OC
[70] Cc1ccc(-n2c(=O)c3c4c(sc3n(Cc3cc(=O)n5ccccc5n3)c2=O)CCC4)cc1C
[71] COc1ccc(Cl)cc1NC(=O)CCN1C(=O)C2C3C=CC(C4CC34)C2C1=O (centres undefined)
[72] Cc1ccc(S(=O)(=O)Nc2ccc3nc(N)sc3c2)cc1

assay / compound	65	66	67	68	69	70	71	72
OX1R antag-1	-9	-11	-12	-13	-19	3	-34	32
OX1R antag-2	6	12	18	18	6	6	41	19

[73] Cc1ccc(C)c(CN2CCC(CNC(=O)Nc3ccc(C)c(C)c3)CC2)c1
[74] CCc1c(C)c2ccc(OCC(=O)N(C)C)c(C)c2oc1=O
[75] CN(C=[N+](C)C)c1cccc2c1C(=O)c1ccccc1C2=O
[76] O=C(OC1CCCCC1=O)c1cc(S(=O)(=O)N2CCOCC2)ccc1F (centres undefined)
[77] CCOc1ccc2nc(N3CCC(C(=O)N4CCN(c5ncccn5)CC4)CC3)sc2c1
[78] COc1ccc(C(C(N)=O)c2ncc(C(F)(F)F)cc2Cl)cc1OC (centres undefined)
[79] COc1cc(/C=C2\SC(=Nc3ccc(O)cc3)NC2=O)cc(OC)c1O
[80] O=C(NC1CCN(S(=O)(=O)c2ccccc2C(F)(F)F)CC1)c1ccco1

assay / compound	73	74	75	76	77	78	79	80
OX1R antag-1	-21	-19	-12	1	-33	-17	0	-4
OX1R antag-2	-8	10	75*	4	6	10	18	12

[81] COc1cccc(NC(=O)CN(C)C(=O)c2ccc(NC3CC3)c([N+](=O)[O-])c2)c1
[82] COc1ccc(CNC(=S)Nc2cccc(OC)c2)cc1
[83] CCCCn1nnc(NC(=S)NC(=O)c2ccc(-c3cccc(Cl)c3Cl)o2)n1
[84] Cc1cccc(N2CCCC2=Nc2ccc(Br)cc2C#N)c1
[85] O=C(Nc1cccc(-c2cccc(Cl)c2)c1)C1CCN(Cc2ccc(CO)o2)CC1
[86] COc1cc(/C=C2/C(=O)N(c3ccc(Br)cc3)N=C2C)cc([N+](=O)[O-])c1O
[87] CSc1nc(Sc2ccc(Cl)cc2)c2ccccc2n1
[88] COc1cccc(NC(=O)CN(C)C(=O)Cn2c(=O)oc3ccccc32)c1

assay / compound	81	82	83	84	85	86	87	88
OX1R antag-1	-27	4	-13	-9	-17	-9	-19	-21
OX1R antag-2	5	-6	11	15	7	8	6	21
